# Compound activity deposited in PubChem by National Center for Advancing Translational Sciences (NCATS).
# RXFP1 agonist: activates the human relaxin receptor RXFP1; Q9HBX9; HEK293T-RXFP1 cAMP TR-FRET, 30 min; response scale: percent of porcine relaxin response, buffer zero; Potency, µM (titrated, usually from 57.5 µM), for inactives: top-dose activation, usual class: activators; actives 0.3% (n = 370,000); note: potency is the fitted concentration of half-maximal effect; % is set by controls: 0 for no effect and ±100 for the full control effect; nearly all actives have a fitted effect of over 60% in size; many of its hits are not listed in these tables
#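 HEK293 cells stably expressing RXFP1, treated 30 min at 37C with compounds plus PDE4 inhibitor Ro 20174; cAMP measured by HTRF TR-FRET. Normalized to buffer and 29 nM porcine relaxin; EC50 by Hill fit.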
# GRP78 ERSR act: inducers of ER stress response in human glioma cells | actives 0.02% (n = 420,000) | Potency, µM, without a hit: at the top dose activation, most hits filed as activators | U87-MG GRP78 promoter luciferase reporter, 16 h; note: potency is the fitted concentration of half-maximal effect; series mostly up to about 76 µM; % of control where 0% means no effect; nearly all actives have a fitted effect of over 35% in size
#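 Stably transfected U87-MG glioma cells carrying a GRP78-based luciferase sensor; 16 h compound incubation. Luminescence end-point read 10 min after Bright-Glo addition at room temperature.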
# Vif-A3G inh: blocks the Vif interaction with human APOBEC3G; Q9HC16; HeLa A3G-eYFP + Vif (tagged APOBEC3G with the HIV-1 protein that degrades it), YFP fluorescence, overnight; Potency, µM (series often up to 46.1 µM), without a hit: top-dose activity, negative = active, usual class: inhibitors; actives 0.076% (n = 410,000); AID 602310;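 note: potency is the fitted concentration of half-maximal effect; % is set by controls: 0 for no effect and ±100 for the full control effect; nearly all actives have a fitted effect of over 60% in size; hits raise eYFP signal because A3G escapes Vif-driven loss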
#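 HeLa cells stably expressing Vif and C-terminally eYFP-tagged A3G, seeded overnight at 37 deg C, then exposed to compound by pintool overnight at 37 deg C. Rise in yellow fluorescence (Ex 488/Em 500-530, Acumen) marks blocked Vif-driven A3G degradation.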
# IDH1 R132H inh: inhibitors of human mutant IDH1 R132H; IDH1-R132H enzyme, NADPH consumption, diaphorase/resazurin fluorescence; Potency, µM (titrated, usually from 76.6 µM), without a hit: at the highest dose activity change, negative = inhibition, hits mostly inhibitors; actives 0.093% (n = 390,000); AID 602179; note: potency is the fitted concentration of half-maximal effect; % is set by controls: 0 for no effect and ±100 for the full control effect; nearly all actives have a fitted effect of over 65% in size
# Target sequence (O75874 whole entry R132H, stated change not applied): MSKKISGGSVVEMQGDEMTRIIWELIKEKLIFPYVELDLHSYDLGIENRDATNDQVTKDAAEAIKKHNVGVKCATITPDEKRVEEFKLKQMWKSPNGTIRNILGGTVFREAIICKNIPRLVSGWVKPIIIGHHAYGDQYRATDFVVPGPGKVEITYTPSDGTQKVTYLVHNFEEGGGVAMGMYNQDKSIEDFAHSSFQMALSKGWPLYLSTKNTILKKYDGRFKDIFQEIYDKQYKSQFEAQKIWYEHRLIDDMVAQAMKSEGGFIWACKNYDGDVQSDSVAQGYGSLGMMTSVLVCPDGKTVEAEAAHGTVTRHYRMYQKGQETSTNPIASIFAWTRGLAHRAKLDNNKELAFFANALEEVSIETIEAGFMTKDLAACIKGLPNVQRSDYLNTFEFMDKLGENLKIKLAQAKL
#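 IDH1-R132H (0.5 ug/mL dispensed) in pH 7.5 Tris buffer was preincubated 30 min with compound, then given a substrate mix of 0.016 mM NADPH and 2 mM alpha-KG for 80 min at room temperature; remaining NADPH was read by diaphorase/resazurin fluorescence.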
# USP1 inh: USP1/UAF1 (human) deubiquitinase inhibition; recombinant USP1/UAF1, Ub-Rhodamine cleavage fluorescence; Potency, µM (highest dose often 57.1 µM), for inactives: at the highest dose activity change, negative = inhibition, hits mostly inhibitors; actives 0.23% (n = 390,000); AID 743255; note: potency is the fitted concentration of half-maximal effect; % is set by controls: 0 for no effect and ±100 for the full control effect; nearly all actives have a fitted effect of over 60% in size; inactives centre near -12
#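 In this screen, compounds sit with the deubiquitinase complex (1nM) for 15 min at room temperature before Ub-Rho is added at 150nM final. Fluorescence rise is then followed for 6 reads every 60 seconds.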
# TrxR1 substrate: substrates of rat thioredoxin reductase 1; actives 0.01% (n = 390,000); O89049; purified TrxR1 substrate turnover, NADPH consumption readout; Potency, µM (series often up to 114 µM), inactives show at the highest dose activity change, negative = substrate turnover; note: potency is the fitted concentration of half-maximal effect; % is set by controls: 0 for no effect and ±100 for the full control effect; nearly all actives have a fitted effect of over 50% in size
#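 Rat TrxR1, dispensed at 90 nM, was prereduced with 400 uM NADPH (final) for 5 min at ~22 deg C, then incubated with compound 15 min before 400 uM selenite. A first-read NADPH fluorescence drop versus no-compound background flagged substrates.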
# PI4K2A inh: inhibitors of human PI4K2A; Q9BTU6; purified PI4K2A, ADP-Glo luminescence, 1 h; active compounds read low; activity change, negative = inhibition, % at 76.9 µM; actives 0.13% (n = 420,000); in the data active = activity change below about -50%; inconclusive = mostly about -30% to -49%;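 note: -100% = wells without enzyme as full effect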
# Target sequence (Q9BTU6 whole entry, looked up): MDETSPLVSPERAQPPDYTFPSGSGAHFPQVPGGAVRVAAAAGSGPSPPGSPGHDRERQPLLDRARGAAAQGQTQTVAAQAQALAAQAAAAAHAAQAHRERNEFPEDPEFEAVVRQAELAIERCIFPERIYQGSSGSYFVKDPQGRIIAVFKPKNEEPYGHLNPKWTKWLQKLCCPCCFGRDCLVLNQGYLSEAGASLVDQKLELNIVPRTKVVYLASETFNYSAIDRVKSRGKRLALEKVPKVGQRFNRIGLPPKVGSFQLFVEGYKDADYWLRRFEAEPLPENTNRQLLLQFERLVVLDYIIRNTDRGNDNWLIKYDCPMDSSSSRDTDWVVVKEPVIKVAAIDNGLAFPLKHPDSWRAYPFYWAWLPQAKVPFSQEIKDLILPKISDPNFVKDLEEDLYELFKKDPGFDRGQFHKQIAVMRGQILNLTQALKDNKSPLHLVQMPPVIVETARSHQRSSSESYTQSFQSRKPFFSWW
#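 In this quantitative HTS, ADP production by PI4K2A was quantified luminescently after 1 h at ambient temperature; 100 microM adenosine served as plate-quality control.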
# LDHA block: blocks human lactate dehydrogenase A | P00338 | purified LDHA, NADH/diaphorase-resazurin fluorescence; active compounds read low | activity change, % (values are at about 110 or 230 µM) | actives 0.15% (n = 480,000); in the data active = activity change below about -30%; inconclusive = mostly about -25% to -30%;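 note: plate controls were DMSO wells for no effect and wells without enzyme for full effect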
#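 Resorufin fluorescence (ex540/em590), read at 0 and 20 min after diaphorase/resazurin addition, reports the NADH left after a 5 min room-temperature reaction of 2 nM human LDH5 with 0.06 mM NADH and 0.2 mM pyruvate.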
# Vif-APOBEC3F blk: Vif-A3F binding inhibition | HeLa A3F-eYFP + Vif (tagged APOBEC3F with the HIV-1 protein that degrades it), YFP fluorescence increase | Potency, µM (doses to about 46.1 µM), for inactives: at the highest dose activity, negative = active | actives 0.2% (n = 390,000) | AID 602313; note: potency is the fitted concentration of half-maximal effect; % of control where 0% means no effect; nearly all actives have a fitted effect of over 65% in size
#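 HeLa cells stably expressing A3F-eYFP plus Vif, plated and incubated overnight at 37 deg C, then exposed to compounds overnight at 37 deg C. Blocked degradation read as raised yellow fluorescence (Ex 488/Em 500-530).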
# The depositor's hits bear a star; ? = inconclusive; · = not tested or not shown; & = joins results of further samples; [ ] = remark or other dose. Unless noted, calls come from the whole dose curve; as a rule, active = well fitted curve in the direction sought with a large enough effect; inconclusive = small, poorly fitted or top-dose-only effect, or another doubt; inactive = no such curve, though single readings can be large; an effect the other way counts as inactive or inconclusive. Not all compounds are listed. The share of hits here may be higher or lower than overall.
SMILES,RXFP1 agonist,GRP78 ERSR act,Vif-A3G inh,IDH1 R132H inh,USP1 inh,TrxR1 substrate,PI4K2A inh,LDHA block,Vif-APOBEC3F blk
O=C(COC(=O)c1cc(S(=O)(=O)N2CCOCC2)ccc1F)Nc1c(Cl)cccc1C(F)(F)F,3.1%,-6.0%,1.1%,4.8%,-9.4%,-12.2%,1.3,-5.6,-28.0%
O=[N+]([O-])c1cc(S(=O)(=O)Nc2cccc(Cl)c2)ccc1N=Nc1c(O)[nH]c2ccccc12,-0.2%,-1.6%,-10.2%,-5.9%,-28.0%,5.5%,-1.2,-42.1*,-9.2%
Cc1nccn1CCCNCc1c(C(=O)N2CCCCCCC2)nc2ccc(Cl)cn12,4.2%,-3.1%,2.3%,-2.4%,1.5%,3.6%[57.1 µM],-3.0,-10.5,4.9%
CCC(=O)Nc1ccccc1C(=O)NC1CCCCC1,-0.3%,-2.3%,3.9%,6.1%,-11.8%,1.3%,9.7,2.4,-8.3%
COc1cc(NC(=O)c2ccc(F)cc2)c(OC)cc1NC(=O)CN1CCCCC1,0.7%,-5.9%,-1.3%,7.0%,1.0%,7.9%[57.1 µM],-17.6,-0.5,-7.3%
COc1ccc(CCNC(=O)c2ccc(OCC(=O)N3CCOCC3)c(OC)c2)cc1OC,-0.3%,-2.8%,-1.0%,-1.3%,-0.3%,5.4%,-8.4,-0.2,-23.0%
COc1ccc(OCCN2CCC(C(=O)NC(c3ccc(OC)cc3)c3ccccn3)CC2)cc1 (stereo not drawn),·,-2.5%,1.4%,·,·,·,-8.1,-1.6,·
CCn1c(SCc2cccc(C)c2)nnc1-c1ccc(C)cc1,2.1%,-4.3%,4.1%,3.0%,-22.2%,2.5%[57.1 µM],2.9,-0.2,-1.2%
COCCn1nnnc1CN(Cc1ccco1)Cc1cc2cc3c(cc2[nH]c1=O)OCO3,3.1%,-0.1%,1.1%,0.0%,-10.1%,82.9%[activator],1.9,3.7,9.8%
COc1ccc(-c2cc(C(F)(F)F)nc(SCCC(=O)Nc3ccc(NC(C)=O)cc3)n2)cc1,29.2%,0.1%,4.2%,-9.3%,-6.3%,-0.2%,-1.7,-1.7,-5.8%
CCOc1cc(/C=C/C(=O)c2ccc(C)cc2)ccc1OCC(=O)N(C)C,-0.8%,12.1%,-16.4%,10.2%,-13.0%,-11.3%,-5.4,-2.8,5.3%
O=C(CSc1ccccn1)Nc1nonc1[N+](=O)[O-],-1.0%,-14.8%,?,7.2%,-25.5%,5.8%,4.4,15.9,5.1%
CN(C)C(=O)CN1C(=O)c2cccc3cccc1c23,-1.2%,-3.2%,2.4%,18.2%,-15.2%,-0.9%,4.3,0.9,13.0%
COc1ccc(C(=O)NCC(=O)OCC(=O)c2c[nH]c3ccccc23)cc1,·,-1.4%,2.3%,-3.8%,-12.0%,·,0.2,-0.6,1.4%
C[C@H](CO)N1C[C@H](C)[C@@H](CN(C)C(=O)Nc2ccccc2)Oc2c(NC(=O)Cc3ccccc3)cccc2C1=O,·,-2.0%,-0.9%,-13.3%,-15.3%,1.9%,3.3,-0.5,2.9%
CCC(CC)C(=O)c1c[nH]c(C(=O)N2CCN(c3ccccc3)CC2)c1,0.4%,-5.2%,1.9%,2.2%,-7.2%,11.4%,-5.9,0.1,-10.5%
Cc1ccc(NC(=O)CN2C(=O)S/C(=C/c3ccc(-c4cc(C(=O)O)ccc4C)o3)C2=O)cc1C,-0.4%,1.3%,2.6%,-0.4%,?,4.6%,-11.8,-5.9,-6.2%
COc1ccc(-c2cc(C(=O)Nc3sc4c(c3C(N)=O)CCCC4)no2)cc1,3.2%,1.0%,-0.8%,-19.8%,-10.7%,1.2%,-2.4,-9.8,0.3%
Cc1noc(C)c1COc1cccc(C(=O)Nc2ccccc2N2CCOCC2)c1,0.7%,-2.4%,-6.3%,3.4%,-7.2%,-6.0%[57.1 µM],-0.6,-3.9,5.7%
Cc1ccc(Oc2nc3c(c(=O)n(Cc4ccccc4Cl)c(=O)n3C)n2C)cc1C,3.5%,-3.9%,3.0%,-18.6%,-15.1%,4.5%,1.1,-9.7,-0.3%
CCS(=O)(=O)N1CCCC(C(=O)NCCN2CCC(Cc3ccccc3)CC2)C1 (stereo not drawn),0.2%,-6.8%,-2.2%,0.1%,-15.5%,-8.8%,6.2,-6.8,-9.7%
Cc1nc2ccc(NC(=O)c3cccs3)cc2s1,1.6%,2.8%,-10.2%,11.5%,-8.4%,-4.3%,-4.5,-5.3,-5.5%
CCCCN1C(=O)CC(C(=O)OCC)=C1C,3.5%,-4.8%,-5.9%,0.6%,1.9%,1.6%[0.0914 µM],2.9,-8.9,-0.6%
O=C(Nc1ccc(F)c(Cl)c1)c1cccnc1,0.2%,2.9%,-3.3%,-2.4%,-6.6%,-11.6%,2.2,-10.1,-15.9%
Cc1cc(O)c(C(C)C)cc1N=Cc1ccc(N(C)C)cc1,·,-9.2%,-24.1%,22.1%,31.6µM*,?,-5.7,38.2,-8.2%
CCc1cccc2c(C(=O)COC(=O)c3nn(C)c(=O)c4ccccc34)c[nH]c12,0.0%,-5.3%,-4.7%,4.3%,-14.8%,9.6%[57.1 µM],-7.1,-1.5&-2.4,-6.8%
CCCC(=O)N1CCC1(C)C(=O)NCc1ccc(C(C)C)cc1 (stereo not drawn),·,-3.5%,-0.5%,·,·,·,-3.7,-6.0,·
COc1ccc(NC(=O)CN(C)C(=O)c2cccc(S(=O)(=O)N3CCN(Cc4ccccc4)CC3)c2)cc1,-0.9%,-5.0%,3.2%,-5.4%,-8.8%,0.5%,-6.6,-3.2,-9.7%
CC(C)(C)C(=O)Cn1c(=O)n(-c2ccc(F)cc2F)c(=O)c2sccc21,0.0%,-3.9%,0.9%,1.7%,-21.1%,5.9%,-7.9,-0.8,-4.8%
COc1ccc(S(=O)(=O)N(C)c2ccc(C(=O)NCc3ccco3)cc2)cc1,-0.6%,-3.2%,-3.2%,4.9%,-12.5%,-3.4%,2.2,3.6,-9.7%
CCOC(=O)/C(C#N)=C\c1c(C)cc(C)c(COC(C)=O)c1C,-2.7%,-0.9%,-0.8%,8.9%,-9.2%,-6.8%,3.0,-2.6,·
Nc1nnc(CC(=O)N/N=C/c2ccccc2OCc2ccc(F)cc2)s1,2.7%,-5.1%,-17.0%,-4.9%,-8.5%,-1.1%[57.1 µM],7.0,-15.5,2.6%
CCCCC(=O)NC(=S)NNS(=O)(=O)c1ccccc1,-2.7%,-4.1%,1.8%,5.9%,-20.2%,-3.4%,-1.3,-6.6,2.6%
O=C(C[n+]1cc(-c2ccc(Cl)cc2)n2c1CCC2)Nc1nc(-c2ccccc2)cs1,-0.3%,2.5%,3.4%,4.8%,-12.2%,-5.7%,-13.0,0.2,-5.3%
O=C(CSc1nc2ncc(Cl)cc2[nH]1)Nc1ccccc1-c1ccccc1,2.2%,-5.6%,2.4%,-12.1%,-16.9%,-6.2%,-4.1,-2.3,-8.3%
CCN(CC)C(=O)c1ccc(COc2ccccc2Cl)o1,3.7%,2.1%,-1.8%,-3.3%,-28.2%,3.9%,-1.9,-8.4,7.4%
NS(=O)(=O)c1ccc(CNC(=O)Cc2cccs2)cc1,-0.3%,-5.0%,0.0%,0.0%,-14.2%,-11.3%,?,-3.8,-3.5%
COc1ccc(C(CNC(=O)COc2ccccc2OC)N(C)C)cc1OC (stereo not drawn),0.4%,-5.4%,-0.3%,5.3%,-9.2%,-3.1%,-11.0,0.5,3.0%
Cc1cc([N+](=O)[O-])ccc1NCc1ccccc1[N+](=O)[O-],-0.7%,-4.6%,-3.2%,-3.3%,-20.8%,-12.6%,0.9,-10.1,-0.6%
N#Cc1ccc(C(=O)Nc2ccc([N+](=O)[O-])cc2)c(F)c1,-0.9%,-0.5%,-5.0%,5.2%,-7.2%,9.9%[57.1 µM],-0.6,-4.2,-8.3%
CCN1C(Nc2ccccc2)=NC[C@@H]1C,-0.4%,-5.1%,0.5%,-1.3%,-22.7%,5.7%,-1.7,-6.1,-4.2%
Cc1ccc(C(=O)c2oc3ccccc3c2NC(=O)COc2ccc(C(C)(C)C)cc2)cc1,1.7%,-1.3%,0.4%,6.4%,-18.4%,0.8%,-2.2,-12.5,-3.6%
CCOC(=O)n1c(O)c(N=NC(N)=S)c2cc(C)ccc21,-1.8%,-3.2%,1.6%,-9.1%,-8.4%,-2.8%,-3.4,-7.0,4.8%
CN(C)S(=O)(=O)N1CCC(Oc2cccc(C(=O)NC3CCOC3)c2)CC1 (stereo not drawn),0.3%,0.8%,-8.0%,8.0%,-10.8%,-4.0%,4.7,0.8,0.1%
O=C(CCc1nnc(Cc2ccc3c(c2)OCO3)o1)NCCc1ccccc1Cl,-1.8%,5.9%,-2.4%,-9.2%,1.3%,8.1%[57.1 µM],3.8,1.7,-5.0%
